Compound activity: PubChem, several laboratories
Platelet DG rel = platelet dense granule release activity; human platelet-rich plasma, SFLLRN dense granule ATP release, luminescence; inhibition, %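 (compounds screened at 7.5 µM in platelet-rich plasma)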; actives 0.22% (n = 300,000); AID 1663;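 active = mean replicate score, as percent of positive control, at or above 50; inconclusive = mean below 50 but at least one replicate at or above 50; inactive = mean and every replicate below 50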
GSK3 alpha inh = inhibitors of human GSK-3 alpha kinase | ADP-Glo luminescence, 60 min | actives 0.1% (n = 320,000) | inhibition, % at 10 µM | P49840 | AID 2650;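 in the data active = inhibition above about 50%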;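 note: GST-tagged GSK-3 alpha with peptide substrate and 25 µM ATP; 0% = DMSO neutral wells and 100% = GW8510 positive control wells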
Target sequence (P49840 whole entry, looked up): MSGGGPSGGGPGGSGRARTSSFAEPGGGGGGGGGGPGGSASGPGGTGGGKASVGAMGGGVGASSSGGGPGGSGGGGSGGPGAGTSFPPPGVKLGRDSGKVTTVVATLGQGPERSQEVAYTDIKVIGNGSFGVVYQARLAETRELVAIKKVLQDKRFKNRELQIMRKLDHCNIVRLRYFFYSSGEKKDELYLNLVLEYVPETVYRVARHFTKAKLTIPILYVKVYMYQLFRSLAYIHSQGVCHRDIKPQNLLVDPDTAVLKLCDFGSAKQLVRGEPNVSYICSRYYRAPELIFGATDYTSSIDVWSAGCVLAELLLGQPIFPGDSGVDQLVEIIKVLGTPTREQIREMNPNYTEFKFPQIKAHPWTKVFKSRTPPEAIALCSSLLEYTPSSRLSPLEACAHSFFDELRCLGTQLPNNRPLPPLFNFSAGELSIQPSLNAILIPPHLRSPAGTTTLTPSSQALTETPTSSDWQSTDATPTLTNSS
AI-2 QS mod = Vibrio harveyi AI-2 quorum sensing modulation | Vibrio harveyi JMH597 AI-2 luminescence/OD600 ratio, 9 h; active compounds read low; strain lacks LuxN and CqsS sensors; 0 = neutral-control median | activity change, % at 7.5 µM | actives 0.4% (n = 300,000); in the data active = activity change below about -75%, passing the limit was not always enough; inconclusive = no clear call, values can overlap the other calls;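 note: luminescence divided by OD600 gain over 9 h not by final OD600 alone; inactives centre near 13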
HSF1 activator = increases HSF-1 driven luciferase reporter signal | NIH3T3-HGL HSF-1 luciferase reporter, MG132, 8 h; 100% = twice DMSO control signal | activation, % at 9 µM | actives 1.7% (n = 300,000) | AID 504408;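 active = mean replicate activation of at least 50% with a set share of replicates each reaching 50%; inconclusive = only one of those two conditions met; inactive = mean below 50% and too few replicates reaching it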;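 note: 0% = median of the neutral control wells and 100% = twice that signal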
DYRK1A inh = inhibitors of rat Dyrk1A kinase; Q63470; ADP-Glo luminescence, NFATc1 peptide; inhibition, % at 12.5 µM; actives 0.43% (n = 310,000); AID 504441; in the data active = inhibition above about 50%;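 note: plate controls were vehicle with enzyme for no effect and no enzyme for full effect; many of its hits are not listed in these tables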
HSP90 refold inh = blocks HSP90-mediated luciferase refolding in reticulocyte lysate; Rabbit reticulocyte lysate, luciferase refolding luminescence, 3 h; inhibition, % at 5.6 µM; actives 0.91% (n = 290,000); AID 1789;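 active = inhibition above the screen-wide mean plus 3 SD, computed separately per campaign, cut at about 16% in these data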;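 note: 0% = DMSO wells and 100% = 60 µM geldanamycin wells; inhibitors lower the luminescence because luciferase stays unfolded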
HDAC3 inh = human HDAC3 inhibition. O15379. actives 0.15% (n = 320,000). inhibition, % at 8.3 µM. recombinant HDAC3, fluorogenic peptide/trypsin coupled, fluorescence; in the data active = inhibition above about 26%, passing the limit was not always enough; inconclusive = no clear call, values can overlap the other calls
GSK3B inh = inhibitors of human GSK3beta kinase; actives 0.038% (n = 300,000); AID 2097; P49841; activity score (negative = inhibition), % at 10 µM; GST-GSK3beta kinase, ADP-Glo luminescence, 60 min; active compounds read low;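 active = more than half of replicate wells score below -50%, meaning over 50% inhibition versus plate controls; inconclusive = some replicates but at most half score below -50%; inactive = no replicate scores below -50%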;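 note: 0% = median DMSO wells and -100% = median GW8510 positive control wells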
Target sequence (P49841 whole entry, looked up): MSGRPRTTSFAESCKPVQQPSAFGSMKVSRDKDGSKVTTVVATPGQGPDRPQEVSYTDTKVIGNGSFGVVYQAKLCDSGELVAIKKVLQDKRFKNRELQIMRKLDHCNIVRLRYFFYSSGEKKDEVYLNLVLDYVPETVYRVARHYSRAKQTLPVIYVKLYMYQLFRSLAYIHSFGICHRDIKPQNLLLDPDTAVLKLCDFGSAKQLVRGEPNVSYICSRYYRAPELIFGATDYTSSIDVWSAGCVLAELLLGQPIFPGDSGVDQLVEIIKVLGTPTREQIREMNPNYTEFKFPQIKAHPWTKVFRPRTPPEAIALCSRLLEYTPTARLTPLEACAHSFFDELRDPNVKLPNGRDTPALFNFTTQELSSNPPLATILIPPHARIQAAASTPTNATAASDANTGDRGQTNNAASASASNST
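Assay system: GST-tagged human GSK3beta kinase, cell-free; Input: 1.6 ng GSK3beta; Medium: Tris/MgCl2 kinase buffer; Timing: 60 min enzyme reaction, room temperature; Signal: ADP-Glo luminescence quantifying ADP generated by kinase; Evaluation: score relative to plate controls; Benchmarks: DMSO neutral wells and GW8510 at 20 µM as positive.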
HSF1 inh = HSF1 inhibition; NIH3T3-HGL HSE-luciferase, MG132-induced, luminescence 8 h; active compounds read low; activity change, negative = inhibition, % at 7.5 µM (by protocol); actives 0.77% (n = 300,000);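 active = more than half of replicate wells show activity change below -50%, luminescence cut by over half; inconclusive = some wells, but at most half, below -50%; inactive = no replicate well below -50%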;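 note: luciferase reports HSF-1 transcriptional activity via heat shock element; 0% = median of DMSO wells and -100% = zero luminescence signal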
PolyA inhibitor = yeast polyadenylation inhibition. calls only at 12 µM. actives 0.02% (n = 300,000). S. cerevisiae SKY197-pL101 polyadenylation reporter, beta-gal luminescence; efflux-impaired pdr1/pdr3 knockout yeast; score 100 = 6 SD above DMSO. AID 1875;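 active = lowest replicate activity score at least 50, where 100 means six control SD above control mean; inconclusive = lowest score under 50 but half or more replicates reach 50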;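 note: yeast exposed to compound for 9 h at 30 °C; higher score means more reporter readthrough which indicates perturbed polyadenylation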
Starred values were filed as active, the others as inactive; i = inactive; ? = inconclusive; · = no result given. The list is partial, so the mix of outcomes need not match the whole.

[1] CC(C)NC(=O)COC(=O)c1ccccc1CSC1=NCCS1
[2] Cc1csc(SCC(=O)NC(=O)NCCC(C)C)n1
[3] O=C(COc1ccc(/C=N/NS(=O)(=O)c2ccccc2)cc1)NCCc1ccccc1
[4] COc1ccccc1NC(=S)N1CCN(C/C=C/c2ccccc2)CC1
[5] O=C(CCCc1ccccc1)N=C1SC2CS(=O)(=O)CC2N1c1ccccc1F (stereo not drawn)
[6] N/C(Cc1ccc(Cl)cc1)=N\OC(=O)c1cccc2ccccc12
screen / no.	1	2	3	4	5	6
Platelet DG rel	-1	3	9	13	2	16
GSK3 alpha inh	2	-1	-4	-3	-1	-4
AI-2 QS mod	32	1	10	-4	·	5
HSF1 activator	2	18	14	1	-6	2
DYRK1A inh	-2	-4	-60	-4	6	-6
HSP90 refold inh	-8	2	1	2	0	-1
HDAC3 inh	-5	5	-1	-4	0	-5
GSK3B inh	-1	1	1	-1	-1	-2
HSF1 inh	-1	14	5	0	1	-3
PolyA inhibitor	i	i	i	i	i	i

Gathered by group, the entries above containing a carbonyl joined to an NH by a bond outside any ring
[1] CC(C)NC(=O)COC(=O)c1ccccc1CSC1=NCCS1
[2] Cc1csc(SCC(=O)NC(=O)NCCC(C)C)n1
[3] O=C(COc1ccc(/C=N/NS(=O)(=O)c2ccccc2)cc1)NCCc1ccccc1
screen / no.	1	2	3
Platelet DG rel	-1	3	9
GSK3 alpha inh	2	-1	-4
AI-2 QS mod	32	1	10
HSF1 activator	2	18	14
DYRK1A inh	-2	-4	-60
HSP90 refold inh	-8	2	1
HDAC3 inh	-5	5	-1
GSK3B inh	-1	1	1
HSF1 inh	-1	14	5
PolyA inhibitor	i	i	i

Additional structures:
[7] Cc1cccc(NC(=O)C2C(c3ccccc3)C2(Cl)Cl)c1C (stereo not drawn)
[8] CCOc1ccc2ccccc2c1/C=N/NC(=O)CC1(C)OCCCO1
[9] CC(O)c1nc2c(c(=O)n(C)c(=O)n2C)n1C (stereo not drawn)
[10] Oc1ccccc1C1=Nc2ncnn2C(c2ccc(F)cc2)C1 (stereo not drawn)
[11] CC(=O)c1c(C)c(C)c2n1CCn1c(C)ccc1-2
[12] COc1cc2oc(=O)c3c(c2cc1OCC(=O)c1c(C)n(C)c2ccccc12)CCCC3
screen / no.	7	8	9	10	11	12
Platelet DG rel	2	12	7	-5	0	-68
GSK3 alpha inh	0	-2	-1	0	11	2
AI-2 QS mod	12	-7	16	26	15	9
HSF1 activator	12	8	13	7	5	-6
DYRK1A inh	-2	-2	0	6	9	-5
HSP90 refold inh	2	0	1	·	-4	0
HDAC3 inh	2	2	-3	1	?	-8
GSK3B inh	6	-3	28	0	0	3
HSF1 inh	-4	-12	-6	10	3	-20
PolyA inhibitor	i	i	i	i	i	i

[13] CCOc1ccc(C(=O)NCc2ccccc2)cc1Br
[14] CCCC(=NC(C)CC)C1=C(O)CC(c2ccccc2)CC1=O (stereo not drawn)
[15] Cc1nc2c(C(=O)O)cnn2c(C)c1Cc1ccccc1F
[16] O=C1CCC(NC(=O)c2ccccc2)C(=O)N1 (stereo not drawn)
[17] COc1ccc(CCN2CC(C(=O)NC3CCOCC3)CCC2=O)cc1 (stereo not drawn)
[18] Cc1[nH][nH]c(=O)c1C=NCc1cccc(C(F)(F)F)c1
screen / no.	13	14	15	16	17	18
Platelet DG rel	4	7	-8	-23	7	0
GSK3 alpha inh	-1	-3	-4	-1	-1	-1
AI-2 QS mod	-7	-15	37	1	9	24
HSF1 activator	2	38	-7	9	7	14
DYRK1A inh	1	1	6	-4	-5	-3
HSP90 refold inh	1	24*	·	-1	0	1
HDAC3 inh	2	14	-2	-2	-3	8
GSK3B inh	0	-5	-2	0	2	-2
HSF1 inh	1	4	-11	-7	-9	-4
PolyA inhibitor	i	i	i	i	i	i

[19] COc1cccc(/C(O)=C2\C(=O)C(=O)N(c3ccccn3)C2c2ccccc2OC)c1 (stereo not drawn)
[20] Cc1nnc(-c2ccccc2)nc1N(C)C
[21] CC(=O)c1ccccc1NS(=O)(=O)c1cccc2nonc12
[22] COc1ccc2c(c1)nc(NCCO)n2C
[23] C/C(=N\NC(=O)CCc1c[nH]c2ccccc12)c1ccc([N+](=O)[O-])cc1
[24] CC1(c2nnc(-c3cccc(Cl)c3)o2)CC(c2cccc(Cl)c2)=NO1 (stereo not drawn)
screen / no.	19	20	21	22	23	24
Platelet DG rel	·	-1	29	14	0	1
GSK3 alpha inh	2	-1	-1	2	-1	-2
AI-2 QS mod	·	25	19	11	14	19
HSF1 activator	·	24	-8	6	31	12
DYRK1A inh	1	-4	3	-7	1	·
HSP90 refold inh	2	0	2	-1	-5	·
HDAC3 inh	0	1	-6	-4	4	0
GSK3B inh	·	1	0	-2	-3	0
HSF1 inh	·	-1	-5	-5	8	2
PolyA inhibitor	·	i	i	i	i	i

[25] COc1ccc(CCNC(=O)COc2ccc(S(=O)(=O)NC(C)C)cc2)cc1OC
[26] O=C(COC(=O)Cc1cn2ccsc2n1)NC12CC3CC(CC(C3)C1)C2
[27] Cc1ccc(C(=O)NCC(=O)OCC(=O)N(CC(C)C)c2c(N)n(Cc3ccccc3)c(=O)[nH]c2=O)cc1
[28] COc1cccc(C(=O)NCCNC(=O)c2ccc(C)nc2)c1
[29] COc1ccc([C@@H]2[C@@H]3C(=O)N(C(C)(C)C)C(=O)[C@@H]3[C@]3(C)C(=O)N(c4cccc(F)c4)C(=O)N23)cc1
[30] Nc1nc2ccc(C(=O)NCCOC(=O)C3CCCCC3)cc2s1
screen / no.	25	26	27	28	29	30
Platelet DG rel	1	·	-10	2	-2	9
GSK3 alpha inh	-8	-22	·	1	1	-2
AI-2 QS mod	16	-1	-4	20	12	7
HSF1 activator	-1	1	14	23	-14	12
DYRK1A inh	0	-4	-1	-6	-9	2
HSP90 refold inh	3	1	·	2	-2	0
HDAC3 inh	-2	0	·	-3	-8	4
GSK3B inh	6	1	-3	1	2	4
HSF1 inh	-4	-7	0	5	-6	-1
PolyA inhibitor	i	i	i	i	i	i

[31] CCOc1ccc(NC(=O)C2C3CCC4C(CCC32)C4(Cl)Cl)cc1 (stereo not drawn)
[32] CCn1nnnc1-c1ccc(OC)c(S(=O)(=O)N2CCCCC2)c1
[33] CCCCCCN(C(=O)CCCCCN1C(=O)NC(c2ccc(-c3ccccc3)cc2)C(C(=O)OCc2ccccc2)=C1C)C(C)C(=O)NCCCC (stereo not drawn)
[34] Cc1ccc(-n2nnnc2SCc2nnc(-c3ccccc3Br)o2)c(C)c1
[35] CCOc1c(O)ccc(C2NC(=O)N(C)C(C)=C2C(=O)OC)c1[N+](=O)[O-] (stereo not drawn)
[36] COc1ccc(/C=C(/C#N)C(=O)Nc2cccc(C)c2C)cc1C(=O)O
screen / no.	31	32	33	34	35	36
Platelet DG rel	9	0	-3	11	4	5
GSK3 alpha inh	-3	0	-3	-2	32	-2
AI-2 QS mod	17	21	24	17	10	26
HSF1 activator	-7	-3	2	-1	1	13
DYRK1A inh	-2	-3	·	17	21	5
HSP90 refold inh	-2	7	-1	1	5	5
HDAC3 inh	-1	1	14	-4	3	3
GSK3B inh	0	-1	3	4	-12	1
HSF1 inh	-4	-12	2	2	-6	-1
PolyA inhibitor	i	i	i	i	i	i

[37] Cc1cccc(N2CCN(C(=O)CCCSc3nc4ccccc4[nH]3)CC2)c1C
[38] Cc1nc(C(C)NC(=O)c2cc(COc3ccc(C)c(C)c3)on2)c(C)s1 (stereo not drawn)
[39] CNC(=O)c1ccsc1NC(=O)c1ccc(S(=O)(=O)N2CCc3ccccc32)cc1
[40] O=C(CSCc1ccc(Cl)cc1)Nc1nccs1
[41] CCOC(=O)C(NC(=O)N1CCCCC1)(c1ccccc1)C(F)(F)F (stereo not drawn)
[42] Cn1c(=O)[nH]c(=O)c2c1nc(Br)n2CCOc1ccccc1
screen / no.	37	38	39	40	41	42
Platelet DG rel	-6	-13	2	0	1	9
GSK3 alpha inh	3	-3	0	-1	0	0
AI-2 QS mod	-4	7	8	1	10	8
HSF1 activator	38	31	-13	6	5	-6
DYRK1A inh	5	-6	-2	4	0	-5
HSP90 refold inh	6	-7	3	0	1	0
HDAC3 inh	-7	4	-1	4	-5	-2
GSK3B inh	5	-1	3	2	2	-3
HSF1 inh	12	31	-8	12	-4	-13
PolyA inhibitor	i	i	i	i	i	i

[43] Cc1noc2ncnc(Oc3ccc(F)cc3)c12
[44] N#CC(C(=O)OCc1ccccc1)c1nc2ccccc2nc1N1CCOCC1 (stereo not drawn)
[45] COc1ccc(OC)c(NC(=O)COC(=O)CN(C)S(=O)(=O)c2ccc(C)cc2)c1
[46] Cc1ccc(Cn2nc(C)c(NC(=O)CCCn3nc(C)c([N+](=O)[O-])c3C)c2C)cc1
[47] CCN(CC)C(=O)C1=C(C)NC(=S)NC1c1cn(-c2ccccc2)nc1-c1ccc(Cl)cc1 (stereo not drawn)
[48] Cc1ccc(NS(=O)(=O)c2cc(-c3n[nH]c(=O)c4ccccc34)ccc2C)cc1
[49] c1ccc2c(c1)Cc1cc(CN3CCOCC3)ccc1-2
screen / no.	43	44	45	46	47	48	49
Platelet DG rel	-19	-7	11	-14	2	-2	-3
GSK3 alpha inh	·	-2	0	-1	0	-1	0
AI-2 QS mod	-3	30	44	8	35	9	3
HSF1 activator	-5	-2	0	-8	42	3	56*
DYRK1A inh	-7	-7	-3	2	3	3	3
HSP90 refold inh	-1	-2	-5	5	6	2	0
HDAC3 inh	·	7	2	-3	0	-7	3
GSK3B inh	2	-8	0	2	-2	1	1
HSF1 inh	-5	1	-3	5	10	8	41
PolyA inhibitor	i	i	i	i	i	i	i

Quoted at random: 2 compounds from above
[37] Cc1cccc(N2CCN(C(=O)CCCSc3nc4ccccc4[nH]3)CC2)c1C
[13] CCOc1ccc(C(=O)NCc2ccccc2)cc1Br
screen / no.	37	13
Platelet DG rel	-6	4
GSK3 alpha inh	3	-1
AI-2 QS mod	-4	-7
HSF1 activator	38	2
DYRK1A inh	5	1
HSP90 refold inh	6	1
HDAC3 inh	-7	2
GSK3B inh	5	0
HSF1 inh	12	1
PolyA inhibitor	i	i
